M4 PAM – human M4 muscarinic receptor positive allosteric modulators, primary screen, CHO-K1 cells, Fluo-8 calcium fluorescence | CHO-K1 hM4/Gqi5, ACh EC20; 0% = ACh EC20, 100% = maximal ACh | activation, % at 3 µM | Muscarinic acetylcholine receptor M4 (Homo sapiens), P08173 | 360,000 tested, 0.4% active;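 active means activation above its plate's cutoff, the mean activation of sample wells plus 3 SD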; further: some results filed as inactive read as strong as hits
Target sequence (P08173 whole entry, looked up): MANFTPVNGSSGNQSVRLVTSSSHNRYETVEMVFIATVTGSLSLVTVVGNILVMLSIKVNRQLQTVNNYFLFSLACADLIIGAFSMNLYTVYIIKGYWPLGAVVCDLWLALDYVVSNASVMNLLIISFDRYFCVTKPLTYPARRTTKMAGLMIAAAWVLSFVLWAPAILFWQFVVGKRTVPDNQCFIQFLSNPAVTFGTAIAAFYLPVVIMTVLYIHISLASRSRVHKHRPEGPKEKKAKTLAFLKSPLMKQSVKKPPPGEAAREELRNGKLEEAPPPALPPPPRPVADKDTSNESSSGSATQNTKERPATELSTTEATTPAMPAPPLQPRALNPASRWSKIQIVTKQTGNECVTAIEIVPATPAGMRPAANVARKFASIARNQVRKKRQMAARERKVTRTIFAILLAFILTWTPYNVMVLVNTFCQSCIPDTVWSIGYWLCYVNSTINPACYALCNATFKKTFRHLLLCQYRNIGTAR
M1 PAM parental – nonselective calcium activators in parental CHO-K1 cells, primary screen, counter-screen for M1 PAM project, cell-based, Fluo-8 calcium fluorescence, full deck, 1536-well; ATP EC20; 0% at ATP EC20, 100% at ATP max; activation, % at 3 µM; 360,000 tested, 0.02% active;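 active means activation above the run cutoff, the mean activation of all test compounds plus 3 SD, cut at about 40% in these data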;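 further: peak over basal fluorescence ratio in a 140 s read after ATP addition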
TAAR1 antag – human TAAR1 antagonists, primary screen, Fluo-8 calcium fluorescence, CHO RD-HGA16 cells; Trace amine-associated receptor 1 (Homo sapiens), Q96RJ0; antagonist; inhibition, % at 3 µM; 360,000 tested, 1.5% active;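 active means inhibition above a per-plate cutoff, the mean inhibition of test compounds on that plate plus 3 SD, cut at about 49% in these data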;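 further: 0% = DMSO plus EC80 beta-PEA response and 100% = DMSO alone without agonist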
Target sequence (Q96RJ0 whole entry, looked up): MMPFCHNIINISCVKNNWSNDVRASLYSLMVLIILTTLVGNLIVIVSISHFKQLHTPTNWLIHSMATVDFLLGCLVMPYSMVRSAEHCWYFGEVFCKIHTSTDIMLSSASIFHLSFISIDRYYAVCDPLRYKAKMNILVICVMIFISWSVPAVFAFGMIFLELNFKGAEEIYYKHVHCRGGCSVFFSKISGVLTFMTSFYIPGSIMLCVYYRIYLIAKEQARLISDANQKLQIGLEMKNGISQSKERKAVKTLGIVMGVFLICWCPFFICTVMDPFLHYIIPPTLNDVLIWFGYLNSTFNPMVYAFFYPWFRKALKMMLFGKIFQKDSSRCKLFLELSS
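Material: CHO RD-HGA16 cells bearing hTAAR1; compound dosing: one-point dosing, 3 µM nominal final; schedule: dye loading 75 min at 37 °C, then 30 min room temperature; measured by: calcium fluorescence with Fluo-8; control set: vehicle and agonist controls; replication: n of 1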
CRFR2-BP ag – agonists of CRF-BP/CRF-R2 complex, primary screen, cell-based, HEK293, calcium dye fluorescence, uHTS; CRF-binding protein / CRF receptor 2 complex (human); calcium dye fluorescence (FLIPR); percent of saturating CRF peptide response; activation, % at 13.2 µM; 350,000 tested, 0.46% active; AID 588473, 2011;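 active means activation of at least 50%, plus an integration ratio under a set limit after plate pattern correction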;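 further: plate controls were neutral control wells without compound for no effect and CRF at EC100 for full effect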
CHRM5 agonist – human M5 muscarinic receptor agonists, primary screen, CHO-K1 cells, Fluo-8 calcium fluorescence. Muscarinic acetylcholine receptor M5 (Homo sapiens), P08912. CHO-K1 hM5 cells; 0% DMSO wells, 100% maximal acetylcholine response. activation, % at 3 µM. 360,000 tested, 0.19% active;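 active means activation above the run's mean over test compounds plus 3 SD, cut at about 23% in these data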;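 further: signal is peak over basal fluorescence ratio across the kinetic read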
CRFBP-R2 block – antagonists of CRF-BP/CRF-R2 complex, primary screen, cell-based, HEK293, calcium dye fluorescence, uHTS | CRF-induced calcium fluorescence | inhibition, % at 11.8 µM | 350,000 tested, 0.59% active | AID 588475, 2011;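 active means inhibition of the ligand-induced calcium signal above about 50% at the single tested concentration, limit read from the data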
CHRM5 PAM – human M5 muscarinic receptor positive allosteric modulators, primary screen, CHO-K1 cells, Fluo-8 calcium fluorescence. CHO-K1 hM5, ACh EC20 PAM; 0% = ACh EC20, 100% = ACh EC100. activation, % at 3 µM. 360,000 tested, 0.3% active. AID 624038, 2012;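 active means activation above the run cutoff, the mean activation of all test compounds plus 3 SD, cut at about 18% in these data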
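Measured by: Fluo-8 calcium fluorescence; material: human M5 receptor in CHO-K1 cells; schedule: Post-acetylcholine fluorescence recording 140 s; benchmarks: low control EC20 acetylcholine (0%), high control EC100 acetylcholine (100%); read-out: Max/basal fluorescence ratio as % of EC20–EC100 ACh window; compound: single dose, 3 µM nominal final test concentration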
M5 antag – human M5 muscarinic receptor antagonists, primary screen, CHO cells, Fluo-8 calcium fluorescence | Muscarinic acetylcholine receptor M5 (Homo sapiens), P08912 | CHO-hM5 cells, ACh EC80 | inhibition, % at 3 µM | 360,000 tested, 0.59% active | AID 624040, 2012;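 active means inhibition above a per-plate cutoff, the mean of that plate's test compounds plus 3 SD, cut at about 27% in these data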;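 further: 0% = acetylcholine EC80 with DMSO and 100% = DMSO without agonist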
TAAR1 agonist – human TAAR1 agonists, primary screen, Fluo-8 calcium fluorescence, CHO RD-HGA16 cells; Trace amine-associated receptor 1 (Homo sapiens), Q96RJ0; activation, % at 3 µM; 360,000 tested, 0.99% active; vehicle wells 0%, saturating PEA agonist 100%;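 active means activation above the mean activation of all test compounds in the run plus 3 SD, cut at about 38% in these data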
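test system = CHO RD-HGA16 cells carrying human TAAR1 plus Gα16 | schedule = 17-24 h seeding, 75 min 37 °C dye, 30 min RT | compound dosing = 3 µM single concentration | control set = DMSO and PEA EC100 | replicates = n 1 | signal = Fluo-8 fluorescence, 5 s baseline then 140 s kinetic read | measure = percent activation vs PEA EC100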
The depositor's hits bear a star. Not a hit list; about 4.2% have a hit in one of these screens.

How did COc1cccc(C(O)c2nc(-c3cccc(C(C)C)c3)cs2)c1 (stereo not given) do in these assays?
M4 PAM: -5.4; M1 PAM parental: -0.7; TAAR1 antag: 23.8; CHRM5 agonist: -0.7; CHRM5 PAM: -1.8; M5 antag: 5.8; TAAR1 agonist: 0.3

How did CCC(c1nnc(SCC(=O)Nc2ccc(NC(C)=O)cc2)n1Cc1ccccc1)N(C)C (stereo not given) do in these assays?
M4 PAM: 6.7; M1 PAM parental: 12.7; TAAR1 antag: -16.3; CRFR2-BP ag: 0.3; CHRM5 agonist: -2.6; CRFBP-R2 block: 13.4; CHRM5 PAM: 1.4; M5 antag: 4.7; TAAR1 agonist: 0.1

What do the screens show for `CC1CN(C(=S)NC(=O)c2ccco2)CC(C)O1` (stereo not given)?
M4 PAM: 4.5; M1 PAM parental: 26.7; TAAR1 antag: -6.3; CRFR2-BP ag: 0.2; CHRM5 agonist: -1.9; CRFBP-R2 block: -7.7; CHRM5 PAM: -6.7; M5 antag: 3.0; TAAR1 agonist: 13.8

How did CC1CN(C(=O)COC(=O)/C=C/c2ccccc2)CC(C)O1 (stereo not given) do in these assays?
M4 PAM: -5.0; M1 PAM parental: -5.9; TAAR1 antag: -25.9; CRFR2-BP ag: -1.5; CHRM5 agonist: -0.4; CRFBP-R2 block: -11.1; CHRM5 PAM: -4.1; M5 antag: 8.1; TAAR1 agonist: 0.9

What do the screens show for `CCN(CC)CCCNC(=O)C1CCCN(c2nnc(N3CCCC3=O)s2)C1` (stereo not given)?
M4 PAM: -0.6; M1 PAM parental: 7.5; TAAR1 antag: -3.1; CRFR2-BP ag: -0.9; CHRM5 agonist: -3.6; CRFBP-R2 block: 7.0; CHRM5 PAM: 0.5; M5 antag: 5.6; TAAR1 agonist: 18.1

How did O=C(O)c1ccc(/C=N/Nc2nc3ccccc3[nH]2)cc1 do in these assays?
M4 PAM: 21.7; M1 PAM parental: 11.8; TAAR1 antag: -20.2; CRFR2-BP ag: 0.1; CHRM5 agonist: 1.4; CRFBP-R2 block: 8.5; CHRM5 PAM: -0.7; M5 antag: -3.7; TAAR1 agonist: 0.8

How did CC(=O)c1ccc(N2CCN(C(=O)c3cc(-c4ccncc4)nc4ccc(Cl)cc34)CC2)cc1 do in these assays?
M4 PAM: -4.8; M1 PAM parental: 4.0; TAAR1 antag: 47.6; CRFR2-BP ag: 7.7; CHRM5 agonist: 1.9; CRFBP-R2 block: -40.3; CHRM5 PAM: 0.9; M5 antag: -7.8; TAAR1 agonist: 10.6

How did Brc1ccc2nc(CSc3ncn[nH]3)cn2c1 do in these assays?
M4 PAM: 18.9; M1 PAM parental: 10.2; TAAR1 antag: 1.7; CRFR2-BP ag: -1.7; CHRM5 agonist: -2.2; CRFBP-R2 block: 16.9; CHRM5 PAM: 1.2; M5 antag: 2.0; TAAR1 agonist: 1.2

What do the screens show for `O=C1CCN(Cc2ccc([N+](=O)[O-])cc2)CCN1[C@H](CO)c1ccccc1`?
M4 PAM: 1.7; M1 PAM parental: -15.1; TAAR1 antag: -17.6; CRFR2-BP ag: -0.3; CHRM5 agonist: 1.8; CRFBP-R2 block: -2.3; CHRM5 PAM: 3.1; M5 antag: 6.0; TAAR1 agonist: 8.0

How did COc1cccc(NC(=O)Nc2ccc(F)cc2)c1 do in these assays?
M4 PAM: -6.4; M1 PAM parental: -18.6; TAAR1 antag: 14.5; CRFR2-BP ag: 0.0; CHRM5 agonist: 7.0; CRFBP-R2 block: -2.9; CHRM5 PAM: -13.3; M5 antag: 17.5; TAAR1 agonist: 20.6

What do the screens show for `O=C(NCc1nnc(SCC(=O)N2CCOCC2)o1)c1ccccc1F`?
M4 PAM: 11.8; M1 PAM parental: 20.4; TAAR1 antag: -3.9; CRFR2-BP ag: 1.8; CHRM5 agonist: -2.6; CRFBP-R2 block: 5.7; CHRM5 PAM: -4.9; M5 antag: -3.2; TAAR1 agonist: 0.8

What do the screens show for `Cc1ccc(NC(=O)CCSc2nnc(Cc3ccccc3)o2)cc1`?
M4 PAM: 14.8; M1 PAM parental: 10.4; TAAR1 antag: -4.3; CRFR2-BP ag: 1.3; CHRM5 agonist: -1.2; CRFBP-R2 block: -15.4; CHRM5 PAM: 0.9; M5 antag: 0.1; TAAR1 agonist: -1.2

Results for Cc1cc(SCC(=O)c2cccs2)n2nc(C)c(-c3ccccc3)c2n1 ?
M4 PAM: 10.9; M1 PAM parental: 17.7; TAAR1 antag: -9.0; CRFR2-BP ag: -3.1; CHRM5 agonist: -0.9; CRFBP-R2 block: -20.7; CHRM5 PAM: -1.3; M5 antag: 10.8; TAAR1 agonist: 0.8

Results for COc1ccc(CC(=O)Nc2ccc(OC(C)=O)cc2C(=O)O)cc1 ?
M4 PAM: 11.0; M1 PAM parental: -13.5; TAAR1 antag: 26.4; CRFR2-BP ag: 0.3; CHRM5 agonist: 2.8; CRFBP-R2 block: 5.3; CHRM5 PAM: 0.3; M5 antag: 9.2; TAAR1 agonist: -0.6

What do the screens show for `COc1ccccc1N/N=C/c1ccc2c(c1)OCO2`?
M4 PAM: 0.7; M1 PAM parental: 18.2; TAAR1 antag: 9.3; CRFR2-BP ag: -1.2; CHRM5 agonist: 1.4; CRFBP-R2 block: 9.2; CHRM5 PAM: 5.5; M5 antag: -4.8; TAAR1 agonist: 3.1

Results for CN(C)CCn1c2c(c(SCC(=O)NCc3ccccc3)nc1=O)CCC2 ?
M4 PAM: 7.0; M1 PAM parental: 6.9; TAAR1 antag: -20.7; CRFR2-BP ag: 3.0; CHRM5 agonist: -0.6; CRFBP-R2 block: -9.8; CHRM5 PAM: 2.3; M5 antag: 4.2; TAAR1 agonist: 0.4

Results for COc1ccc(C(=O)N[C@H](C(=O)Nc2cccc(S(=O)(=O)N3CCOCC3)c2)C(C)C)cc1 ?
M4 PAM: -0.6; M1 PAM parental: 5.5; TAAR1 antag: -1.7; CRFR2-BP ag: -2.4; CHRM5 agonist: 0.6; CRFBP-R2 block: -9.8; CHRM5 PAM: -0.7; M5 antag: 5.9; TAAR1 agonist: 2.7

Results for COc1ccc(N2C(=O)c3ccccc3NC2c2cccnc2)cc1 (stereo not given) ?
M4 PAM: -4.8; M1 PAM parental: 16.7; TAAR1 antag: 7.9; CRFR2-BP ag: -2.0; CHRM5 agonist: 2.1; CRFBP-R2 block: -14.6; CHRM5 PAM: 1.3; M5 antag: -3.4; TAAR1 agonist: 3.1

What do the screens show for `Cc1ccc(S(=O)(=O)c2nc(C)oc2N2CCOCC2)cc1`?
M4 PAM: 9.5; M1 PAM parental: 16.8; TAAR1 antag: 10.3; CRFR2-BP ag: 0.2; CHRM5 agonist: -3.0; CRFBP-R2 block: -4.9; CHRM5 PAM: -2.5; M5 antag: -4.0; TAAR1 agonist: 11.5

Results for O=C(c1cc(-c2ccco2)nc2ccccc12)N1CCN(c2ccc(F)cc2)CC1 ?
M4 PAM: -0.4; M1 PAM parental: 14.1; TAAR1 antag: 48.3; CRFR2-BP ag: -0.8; CHRM5 agonist: -0.1; CRFBP-R2 block: -49.3; CHRM5 PAM: -9.1; M5 antag: 12.1; TAAR1 agonist: 14.8

Results for CC1CCN(C(=O)Cn2cc(C(=O)C3CC3)c3ccccc32)CC1 ?
M4 PAM: 3.8; M1 PAM parental: 11.7; TAAR1 antag: -22.6; CRFR2-BP ag: -2.0; CHRM5 agonist: -1.7; CRFBP-R2 block: -2.3; CHRM5 PAM: -1.5; M5 antag: 5.5; TAAR1 agonist: 10.3

Results for COc1ccc(C)cc1NS(=O)(=O)c1cn(C)c(=O)n(C)c1=O ?
M4 PAM: -2.7; M1 PAM parental: 14.7; TAAR1 antag: 13.8; CRFR2-BP ag: -0.7; CHRM5 agonist: -0.1; CRFBP-R2 block: -23.0; CHRM5 PAM: 2.4; M5 antag: 1.1; TAAR1 agonist: -0.4

What do the screens show for `Cc1ccc(C(=O)NCC(=O)OCC(=O)c2cc(C)n(Cc3ccco3)c2C)cc1`?
M4 PAM: 5.6; M1 PAM parental: 9.8; TAAR1 antag: 0.4; CRFR2-BP ag: 0.8; CHRM5 agonist: -6.4; CRFBP-R2 block: 11.8; CHRM5 PAM: 3.4; M5 antag: -0.8; TAAR1 agonist: -1.9

How did CC(=O)c1c(C)[nH]c(C(=O)OCC(=O)N(CC(C)C)C2CCS(=O)(=O)C2)c1C (stereo not given) do in these assays?
M4 PAM: -4.3; M1 PAM parental: -14.8; TAAR1 antag: -14.9; CRFR2-BP ag: -0.8; CHRM5 agonist: -1.9; CRFBP-R2 block: -4.2; CHRM5 PAM: -7.0; M5 antag: 5.1; TAAR1 agonist: 1.2

Results for CCc1csc(CCNC(=O)C2CCC(=O)N(CCOC)C2)n1 (stereo not given) ?
M4 PAM: 3.0; M1 PAM parental: 6.9; TAAR1 antag: -18.8; CRFR2-BP ag: -0.9; CHRM5 agonist: -0.8; CRFBP-R2 block: 23.9; CHRM5 PAM: -0.7; M5 antag: -2.2; TAAR1 agonist: 1.0

Results for CCOC(=O)C1CCCN(CC(=O)Nc2c(C(=O)OC)[nH]c3ccc(C)cc23)C1 (stereo not given) ?
M4 PAM: 3.5; M1 PAM parental: 4.0; TAAR1 antag: 12.5; CRFR2-BP ag: -1.2; CHRM5 agonist: -0.3; CRFBP-R2 block: 4.6; CHRM5 PAM: -3.5; M5 antag: 1.2; TAAR1 agonist: 2.5

Results for NS(=O)(=O)c1ccc(CCNC(=O)CN2CCN(Cc3cccc4ccccc34)CC2)cc1 ?
M4 PAM: 0.1; M1 PAM parental: 3.1; TAAR1 antag: 6.1; CRFR2-BP ag: -1.4; CHRM5 agonist: -1.9; CRFBP-R2 block: 2.1; CHRM5 PAM: -1.7; M5 antag: 9.8; TAAR1 agonist: 2.6

How did Cc1ccc(NC(=O)C2CCN(C(=O)[C@@H]3Cc4ccccc4CN3)CC2)cc1 do in these assays?
M4 PAM: 9.9; M1 PAM parental: 10.4; TAAR1 antag: -4.7; CRFR2-BP ag: -1.5; CHRM5 agonist: -6.7; CRFBP-R2 block: 5.5; CHRM5 PAM: 10.2; M5 antag: -11.4; TAAR1 agonist: 4.5
